# Compound activity (PubChem)
# NALP1 inh – NALP1 inhibition; S. cerevisiae NALP1/ASC/caspase-1 growth, X-gal OD620, 72 h; inhibition, % at 10 µM; actives 0.61% (n = 280,000); in the data active = inhibition mostly above about 24%, no sharp cut-off; inactive = mostly below about 32%; note: some compounds called inactive have numbers as strong as hits
# M18AAP inhibitor – blocks P. falciparum M18 aspartyl aminopeptidase; recombinant PfM18AAP, H-Glu-NHMec fluorogenic cleavage; inhibition, % at 7.35 µM; actives 1.2% (n = 290,000); AID 1822;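 active = inhibition above the campaign mean inhibition over all tested compounds plus 3 SD, cut at about 28% in these data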;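 note: 0% = plate median of test compound wells and 100% = 2 mM ZnCl2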
# IMP-1 inhibitor – blocks Pseudomonas aeruginosa IMP-1 metallo-beta-lactamase. purified IMP-1, nitrocefin hydrolysis, epi-absorbance fluorescence. inhibition, % at 5.6 µM. actives 0.45% (n = 290,000);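 active = inhibition above the mean plus 3 SD of all compounds in the same screening run, cut at about 4.5% in these data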;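 note: 0% = IMP-1 with DMSO and 100% = DMSO wells lacking enzyme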
#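 Assay system: purified recombinant IMP-1 beta-lactamase. Input: IMP-1 0.2 nM before substrate addition. Buffer or medium: Zinc- and detergent-supplemented HEPES buffer, pH 7.1. Schedule: 25 °C, 15 min preincubation, 25 min reaction. Signal: Epi-absorbance fluorescence, 480 nm excitation, 530 nm emission. Evaluation: percent inhibition from optical density relative to buffer-blank wells.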
# UBC9 SUMO inh – SUMOylation inhibition; actives 0.36% (n = 290,000); inhibition, % at 35 µM; P63279; HTRF SUMOylation assay, SAE1/SAE2 + UBC9, in vitro; in the data active = inhibition above about 50%, passing the limit was not always enough; note: strong numbers were not always called active
# Target sequence (P63279 whole entry, looked up): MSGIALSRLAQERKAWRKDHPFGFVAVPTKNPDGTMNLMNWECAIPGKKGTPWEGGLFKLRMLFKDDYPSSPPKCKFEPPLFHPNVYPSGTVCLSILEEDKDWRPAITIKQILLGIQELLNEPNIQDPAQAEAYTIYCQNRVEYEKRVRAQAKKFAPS
# HCV NS3 hel inh – inhibitors of Hepatitis C virus NS3 helicase; NS3 helicase DNA unwinding, Cy5 molecular beacon fluorescence; inhibition, % at 10.9 µM; actives 0.56% (n = 290,000);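 active = inhibition above the mean of all tested compounds plus 3 SD, set per campaign, cut at about 35% in these data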;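 note: 0% = DMSO wells and 100% = thioflavine S control wells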
#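 Measured by: Cy5 fluorescence, 0 and 60 min reads / Assay system: NS3 helicase fragment of HCV / Control set: low DMSO, high thioflavine S at 110 µM / Times: 1 h reaction at 25 °C, ATP-initiated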
# VIM-2 inh – inhibitors of Pseudomonas aeruginosa VIM-2 metallo-beta-lactamase; purified VIM-2, nitrocefin hydrolysis, epi-absorbance fluorescence; inhibition, % at 5.6 µM; actives 0.89% (n = 290,000);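 active = inhibition above the mean of all tested compounds plus 3 SD, cutoff set per screening run, cut at about 7.5% in these data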;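 note: red hydrolysis product quenches plate fluorescence so inhibitors raise well fluorescence; 0% = enzyme with DMSO and 100% = DMSO without enzyme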
# MEKK2mut PB1 HTS – signal of MEK5 binding to mutant human MEKK2 PB1 domain; bead flow cytometry, Alexa488-MEK5 binding to MEKK2 mutant; percent response, % at 10 µM; actives 0.35% (n = 290,000); in the data active = percent response above about 24%, passing the limit was not always enough; note: inactives centre near 1; some results filed as inactive read as strong as hits
# FID counter – counter-screen for HCV NS3 helicase inhibitors: DNA intercalator displacement; DNA fluorescent intercalator displacement, fluorescence; inhibition, % at 7.9 µM; actives 0.17% (n = 290,000); AID 1845; in the data active = inhibition above about 37%;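 note: 0% = vehicle and 100% = reference compound; higher means more ethidium bromide displaced from hairpin DNA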
# MEKK2 WT-MEK5 – raises or lowers MEK5 binding to wildtype human MEKK2 PB1 domain; bead flow cytometry, Alexa488-MEK5 binding to MEKK2 WT; actives lie on both sides; Q9Y2U5; binding response (% of control), % at 10 µM; actives 1.1% (n = 290,000); AID 1531; in the data active = binding response below about 67% or above about 130%
# The depositor's hits bear a star; . = no result given.
SMILES,NALP1 inh,M18AAP inhibitor,IMP-1 inhibitor,UBC9 SUMO inh,HCV NS3 hel inh,VIM-2 inh,MEKK2mut PB1 HTS,FID counter,MEKK2 WT-MEK5
O=C(CN1CCN(CCO)CC1)Nc1ccc(Cl)cc1C(=O)c1ccccc1,-94,-4,-2.1,12,2,-1.8,4,10,105
CC(=O)CC(C)(C)n1c[n+](C)nn1,27,-11,0.5,5,3,-0.9,-1,3,99
CCn1c(O)c(/C=N/NC(=O)c2ccncc2)c(=O)[nH]c1=S,3,7,-4.9,0,1,-1.2,-2,-9,103
CC1(CCl)CN1S(=O)(=O)c1ccccc1 (stereo not given),-18,1,-1.2,15,8,-1.9,6,-1,97
C=C1C(=O)O[C@@H]2C[C@@H](C)[C@@H]3C=CC(=O)[C@@]3(C)[C@@H](OC(=O)CC(=O)O[C@H]3[C@@H]4C(=C)C(=O)O[C@@H]4C[C@@H](C)[C@@H]4C=CC(=O)[C@]43C)[C@H]12,21,.,.,54*,.,.,3,.,96
O=C(CN1CC=C(c2ccccc2)CC1)Nc1c(Cl)cccc1Cl,25,-7,-1.5,-4,8,-2.5,-3,-8,96
Cc1ccc(CCN2CC(C(=O)N3CCC4(CC3)OCCO4)CC2=O)cc1 (stereo not given),14,-8,-3.8,-13,8,-2.6,19,-11,105
COc1cc2nc(N3CCN(C(=O)[C@@H]4CCCO4)CC3)nc(N)c2cc1OC,4,3,-4.2,17,-1,-2.3,6,2,100
O=C1NC(=O)C2(Cc3c(nc4ccccn4c3=O)N3CCCCCC32)C(=O)N1Cc1ccccc1 (stereo not given),8,-4,-1.3,4,-9,-1.1,-5,-27,92
COc1cc(Cn2c(N)c(C(=O)NCc3ccco3)c3nc4ccccc4nc32)cc(OC)c1OC,12,26,-1.9,101,-1,-3.0,6,-22,121
CCOc1ccc(-c2c(C)n(-c3ccc(OCC)cc3)c3[n+]2CCCCC3)cc1,-12,9,-2.6,0,-47,-1.6,7,23,104
CCOC(=O)/C(CCCN(CC)CC)=N\O,-32,13,-1.4,15,5,1.0,7,-4,113
CCCCc1nc2ccccc2c(=O)n1-c1ccccc1[N+](=O)[O-],-8,5,-1.3,-6,1,-7.9,1,-4,97
C=Cn1c(P(=S)(N2CCOCC2)N2CCOCC2)cc2c1CCCC2,6,28,-2.8,21,5,4.5,-4,-31,89
CNC(=O)OCCc1n(C)cc[n+]1C,28,1,-1.2,4,2,-2.5,-2,2,98
CC(N)Cc1ccccc1Sc1ccc(O)cc1 (stereo not given),12,-12,-2.6,-13,-31,0.1,.,23,.
COc1ccc(CCNC(=O)c2c(N)n(CCN3CCOCC3)c3nc4ccccc4nc23)cc1OC,-1,3,-1.5,2,-27,2.8,1,-10,105
COc1cccc(C2(O)CCN(CC(=O)Nc3nc(C)cs3)CC2)c1,20,3,-3.7,12,4,-4.0,11,-3,112
Cc1ccsc1-c1nc(CSCC(=O)N2CCC3(CC2)OCCO3)c(C)o1,9,0,-0.1,27,-1,0.2,6,-27,115
O=C(Nc1ccc(OC(=O)N2CCCC2)cc1)N1CCOCC1,14,-12,-4.5,19,7,0.4,7,-5,113
COc1ccccc1CN1CCN(C(=O)COc2cccc(C)c2)CC1,10,-5,-2.2,-26,1,-0.2,9,-9,108
COc1ccc(N2C(=O)NC(=O)C(CCc3ccncc3)(CCc3ccncc3)C2=O)cc1,4,5,-4.1,19,-3,-1.2,-2,-16,97
COc1ccc([N+](=O)[O-])cc1N=Cc1c(O)n(CCc2ccccc2)c(=O)n(C(C)C)c1=O,29,-9,-2.1,33,15,-3.1,-1,-14,96
C/C(=N\N=C(N)N)c1ccccc1,-9,2,-3.4,9,2,-3.0,9,-3,108
COc1ccc(NC(=O)c2cn(CCC#N)nc2-c2ccc(OC)c(OC)c2)cc1,-4,-1,-4.0,10,12,-3.2,4,-16,106
C[n+]1c(-c2ccccc2)cc(-c2ccc(Cl)cc2)cc1-c1ccccc1,-16,-3,-0.8,10,-12,0.5,1,10,104
O=C(Nc1ccc2ccccc2c1)c1nn(C23CC4CC(CC(C4)C2)C3)cc1Br,-2,-2,-2.3,20,2,-2.5,2,-7,97
COc1cccc(NC(=O)CN2CC(c3ccccc3)CC2=O)c1 (stereo not given),22,-1,-3.7,0,-1,-4.1,-1,-11,104
CCCCCCC(=O)N/N=C/c1c(O)n(CCCC)c(=S)[nH]c1=O,20,-9,-1.1,-59,17,-2.1,4,-24,104
Cc1cccc(-n2c(O)c(C)c(=O)[nH]c2=S)c1,-3,9,-2.4,9,-7,-3.0,4,-1,102

# Entries of single compounds as entered above. Values in the order: NALP1 inh	M18AAP inhibitor	IMP-1 inhibitor	UBC9 SUMO inh	HCV NS3 hel inh	VIM-2 inh	MEKK2mut PB1 HTS	FID counter	MEKK2 WT-MEK5
# COc1ccc(NC(=O)c2cn(CCC#N)nc2-c2ccc(OC)c(OC)c2)cc1 is listed with -4	-1	-4.0	10	12	-3.2	4	-16	106
# COc1ccc(N2C(=O)NC(=O)C(CCc3ccncc3)(CCc3ccncc3)C2=O)cc1 is listed with 4	5	-4.1	19	-3	-1.2	-2	-16	97
# C[n+]1c(-c2ccccc2)cc(-c2ccc(Cl)cc2)cc1-c1ccccc1 is listed with -16	-3	-0.8	10	-12	0.5	1	10	104

# In another format: 4 of the compounds above
# Second line of a record: NALP1 inh | M18AAP inhibitor | IMP-1 inhibitor | UBC9 SUMO inh | HCV NS3 hel inh | VIM-2 inh | MEKK2mut PB1 HTS | FID counter | MEKK2 WT-MEK5
COc1cccc(C2(O)CCN(CC(=O)Nc3nc(C)cs3)CC2)c1
  20 | 3 | -3.7 | 12 | 4 | -4.0 | 11 | -3 | 112
Cc1ccsc1-c1nc(CSCC(=O)N2CCC3(CC2)OCCO3)c(C)o1
  9 | 0 | -0.1 | 27 | -1 | 0.2 | 6 | -27 | 115
O=C(Nc1ccc(OC(=O)N2CCCC2)cc1)N1CCOCC1
  14 | -12 | -4.5 | 19 | 7 | 0.4 | 7 | -5 | 113
COc1ccccc1CN1CCN(C(=O)COc2cccc(C)c2)CC1
  10 | -5 | -2.2 | -26 | 1 | -0.2 | 9 | -9 | 108

# (more compounds)
SMILES,NALP1 inh,M18AAP inhibitor,IMP-1 inhibitor,UBC9 SUMO inh,HCV NS3 hel inh,VIM-2 inh,MEKK2mut PB1 HTS,FID counter,MEKK2 WT-MEK5
O=C1CC(=O)N(c2cccc(Cl)c2)C(=O)N1,-6,-3,-1.0,8,25,-4.0,-1,-14,96
CC(=NCC1CCCO1)c1c(O)n(-c2ccccc2)c(=O)[nH]c1=O (stereo not given),26,4,3.2,15,14,-2.6,8,0,113
NC(=S)/N=C/c1c(O)[nH]c(=O)[nH]c1=O,6,3,-0.7,8,10,-0.6,-12,0,94
c1ccc(-c2nc(N3CCOCC3)s[n+]2-c2ccccc2)cc1,33,-6,-1.2,14,2,-1.7,0,-10,99
Cc1cccc(N2C(=O)NC(=O)/C(=C/c3ccc(-c4ccc(C(=O)O)c(Cl)c4)o3)C2=O)c1,-5,9,-3.0,4,37*,-4.1,-14,-22,90
COc1ccc(-n2c(-c3ccc(C)cc3)nc3ccccc3c2=O)cc1,26,7,-2.3,11,0,-2.4,-2,-21,92
COc1cc(C(c2c(C)[nH]n(-c3ccccc3)c2=O)c2c(C)[nH]n(-c3ccccc3)c2=O)cc(OC)c1OC,-5,17,-2.5,.,3,-1.4,-2,-2,102
N#Cc1ccccc1Cn1cc(C(=O)C2CC2)c2ccccc21,0,3,-4.8,7,8,-1.9,6,-9,101
Cc1ccc(OCC(=O)N2CCN(Cc3ccc4c(c3)OCO4)CC2)cc1,0,1,-2.1,3,10,-3.5,5,-10,100
O=C(O)C1Cc2ccccc2N2CCCC12 (stereo not given),3,22,-3.1,8,-16,1.2,7,-6,107
NS(=O)(=O)c1ccc(N=Cc2c(O)n(C3CCCCC3)c(=O)n(C3CCCCC3)c2=O)cc1,11,2,-1.2,14,12,-2.4,-3,-5,91
CCN1CC=C(c2c[nH]c3ccccc23)CC1,11,4,-0.1,15,16,-3.0,-11,8,94
CC1CCCN(C(=O)CCl)C1 (stereo not given),-22,3,-3.1,6,6,-4.7,-1,-18,108
COc1ccc(C2=NCC(=O)N(CC(=O)NCc3ccco3)c3sc4c(c32)CCCC4)cc1OC,42,10,-0.9,1,1,-1.2,3,-46,101
CCOc1ccc(-n2c(O)c(C=Nc3ccc(N4CCOCC4)cc3)c(=O)[nH]c2=O)cc1,28,3,-3.1,23,7,-1.3,7,-5,100
CC1C(c2cccs2)=[N+]([O-])C(C)(C(=O)c2ccc(Cl)cc2)N1O (stereo not given),.,1,3.3,.,13,5.5,.,-2,.
O=c1[nH]c(=S)n(-c2ccc(Br)cc2)c(O)c1C=Nc1ccc(N2CCOCC2)cc1,-12,21,-3.1,29,37*,-3.2,-2,-11,96
Cc1cccc(CNCCc2c[nH]c3ccccc23)c1,12,-1,0.1,-13,-22,1.1,2,13,134
CCc1ccc(N2C(=O)CC(=O)NC2=O)cc1,6,8,-2.0,6,12,-2.5,7,-16,102
O=c1cccc2n1C[C@@H]1C[C@@H]2CN(CC(O)c2ccc([N+](=O)[O-])cc2)C1 (stereo not given in full),5,-4,-2.0,1,-3,-2.3,6,-4,105
O=C1CN=C(c2ccc(Br)cc2)c2oc3ccccc3c2N1,23,-9,-3.0,0,1,-1.7,10,-1,118
Nc1c(C(=O)NCCCc2ccccc2)c2nc3ccccc3nc2n1Cc1cccs1,7,1,-1.4,100,2,-4.0,1,3,110
Cc1c(C(c2ccccc2Cl)c2c(O)c3ccccc3oc2=O)c(=O)n(-c2ccccc2)n1C (stereo not given),13,-7,0.2,-2,12,-3.4,-1,-20,105
FC(F)(F)c1cccc(-n2nnnc2C2(N3CCOCC3)CCCCC2)c1,13,-6,-3.0,0,0,-3.8,-1,-19,95
S=C1NCCN1,21,-5,-1.5,1,3,-0.9,-3,0,98
Nc1cccc(N=Cc2c(O)n(Cc3ccc(F)cc3)c(=O)[nH]c2=O)c1,-1,2,-3.4,9,-1,-3.7,2,2,100
C/C=C1/CC(C)C(C)(O)C(=O)OCC2CCN3CCC(OC1=O)C23 (stereo not given),-1,-2,-2.5,7,-3,-4.3,-9,0,95
CN(C)S(=O)(=O)c1cccc(C(=O)N2CCC(C(=O)O)(c3ccccc3)CC2)c1,16,-11,-2.9,12,-9,-0.3,-3,-23,99
COc1cc(/C=N/NC(=O)CN2CC(c3ccccc3)CC2=O)ccc1OC(=O)N(C)C (stereo not given),13,-1,-1.8,23,-1,-1.9,3,-35,101
Cc1nn(Cc2ccccc2)c(C)c1C(=O)NCc1ccccc1,-14,-5,-2.2,2,6,-0.7,-6,-1,94
O=P(c1ccccc1)(c1ccccc1)N1CCCCC1,7,0,-3.5,15,-3,-1.4,.,-17,.
c1ccc2cc(CC3=NCCN3)ccc2c1,30,-8,-0.7,0,-2,-4.1,4,2,112
CCOc1ccc(C2SCC(=O)Nc3c2c(=O)[nH]n3C2CCCCCC2)cc1 (stereo not given),-3,0,-3.1,31,3,-3.1,-2,-2,98
C/C=C1/CN2C3CC1C(CO)(C(=O)OC)C2Cc1c3n(C)c2ccccc12 (stereo not given),3,.,.,-5,.,.,9,.,115
NC12CN3CN(CN(C3)C1)C2 (tested in a mixture with another compound),8,2,-1.2,-14,7,-0.6,1,2,99
Cc1cc(OCC(=O)N2C[C@H]3C[C@@H](C2)c2cccc(=O)n2C3)c2c(C)cc(=O)oc2c1,24,0,-0.4,35,-5,0.7,-1,-6,99

# Not all compounds are listed; the hit share may differ from the screen's.
